12-LOX inh – Primary qHTS assay for inhibitors of human arachidonate 12S-lipoxygenase (ALOX12): Round 2; Polyunsaturated fatty acid lipoxygenase ALOX12 (Homo sapiens), P18054; Potency, µM (series often up to 108 µM), inactives show top-dose activity change, negative = inhibition, actives largely listed as inhibitors; hit rate 1.1% among 580,000; AID 1671190, 2021; purified 12hLO, xylenol orange hydroperoxide absorbance; note: potency is the fitted concentration of half-maximal effect; % is set by controls: 0 for no effect and ±100 for the full control effect
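Purified human 12hLO (150 nM final) in 25 mM Hepes, 0.01% Triton X-100, pH 7.0 was preincubated 15 min at room temperature with compound. Then 40 uM arachidonic acid was added, 30 min. Hydroperoxide was read by Fe-XO absorbance ratio 573/405 nm.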
ERG Ets-DNA blk – qHTS for Small Molecule Inhibitors of the ERG Ets/DNA interaction. fluorescence polarization, His-ERG Ets domain / labelled DNA. Potency, µM (titrated, usually from 76.9 µM), without a hit: at the highest dose FP activity, negative = inhibition, most hits filed as inhibitors. hit rate 0.028% among 370,000. AID 624246, 2012; active = well fitted inhibition curve with a large enough effect in the polarisation, with a control signal flat; inconclusive = small, poorly fitted or top-dose-only effect, or effect the other way, or a change in a side signal; inactive = no such curve, though single readings can be large or run the other way; the % refers to the polarisation;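 note: polarization taken with two DNA probes labelled with fluorescein and Texas red; potency is the fitted concentration of half-maximal effect; % of control where 0% means no effect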
Target sequence (P11308 whole entry, looked up, the tested form may be a part): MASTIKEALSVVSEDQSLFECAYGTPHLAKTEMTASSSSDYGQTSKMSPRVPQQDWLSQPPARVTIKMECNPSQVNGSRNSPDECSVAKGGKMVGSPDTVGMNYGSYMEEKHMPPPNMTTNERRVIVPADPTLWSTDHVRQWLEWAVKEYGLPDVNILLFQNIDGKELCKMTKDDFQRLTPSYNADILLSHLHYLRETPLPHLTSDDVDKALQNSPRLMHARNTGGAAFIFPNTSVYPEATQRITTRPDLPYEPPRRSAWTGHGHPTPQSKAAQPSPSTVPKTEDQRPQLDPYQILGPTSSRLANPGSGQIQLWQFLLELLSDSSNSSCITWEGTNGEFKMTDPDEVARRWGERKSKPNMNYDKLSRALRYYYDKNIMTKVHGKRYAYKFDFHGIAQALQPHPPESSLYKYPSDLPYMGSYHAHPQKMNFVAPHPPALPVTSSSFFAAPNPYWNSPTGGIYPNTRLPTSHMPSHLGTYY
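His-tagged ERG Ets domain (1 uM in the protein solution; 300mM KCl, 50mM Tris-HCl, 1mM EDTA, 1mM DTT, pH 7.5) received compound, then a probe mix of 5 nM fluorescein-DNA and 100nM Texas-615-DNA. Fluorescence polarization was read for both dyes.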
Anesthetic bind – qHTS Assay for Identification of Novel General Anesthetics | Ferritin light chain (Equus caballus), P02791 | apoferritin/1-aminoanthracene competitive binding, fluorescence | Potency, µM (doses to about 77.5 µM), inactives show at the top dose activity change, negative = displacement, usual class: inhibitors | hit rate 0.074% among 350,000 | AID 485281, 2010; note: potency is the fitted concentration of half-maximal effect; % is set by controls: 0 for no effect and ±100 for the full control effect; nearly all actives have a fitted effect of over 20% in size
Target sequence (P02791 2-175 limits assumed): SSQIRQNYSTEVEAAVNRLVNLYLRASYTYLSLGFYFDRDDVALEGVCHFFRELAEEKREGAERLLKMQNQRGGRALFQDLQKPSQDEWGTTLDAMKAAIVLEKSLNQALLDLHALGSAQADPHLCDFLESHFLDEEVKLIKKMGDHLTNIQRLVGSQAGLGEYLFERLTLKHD
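Concentration-response curves derived by four-parameter Hill fitting of normalized fluorescence, where compounds displaced 1-AMA from 10 uM horse apoferritin following a brief 10 min room-temperature incubation; propofol titration acted as positive control.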
Pol iota inh – qHTS for Inhibitors of Polymerase Iota; DNA polymerase iota (Homo sapiens), Q9UNA4; Pol iota fluorescent replication assay, 10 min; Potency, µM (titrated, usually from 115 µM), inactives show at the top dose activity, negative = inhibition, usual class: inhibitors; hit rate 1% among 390,000; AID 588590, 2011; note: potency is the fitted concentration of half-maximal effect
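Fluorescent replication assay read twice, at 0 min and 10 min after adding 50 nM (final) substrate. Enzyme (10 nM) and compounds were first incubated 15 min at room temperature; enzyme-free buffer wells were negative controls.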
BLM inh – qHTS Assay for Inhibitors of Bloom's syndrome helicase (BLM); recombinant BLM DNA unwinding, fluorescence dequenching; Potency, µM (top dose mostly 56.1 µM), for the others: top-dose activity change, negative = inhibition, most hits filed as inhibitors; hit rate 0.2% among 350,000; AID 2528, 2010;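 note: potency is the fitted concentration of half-maximal effect; plate controls were vehicle for no effect and no enzyme for full effect; nearly all actives have a fitted effect of over 35% in size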
TRHR ag – qHTS for Small Molecule Agonists and Allosteric Enhancers of Human TRH Receptor: Primary Screen for Agonists; AID 493084, 2011; TRHR cells, calcium flux fluo-8, FDSS agonist mode; hit rate 0.18% among 360,000; activation, % at 2 µM; Thyrotropin-releasing hormone receptor (Homo sapiens), P34981; in the data active = activation above about 30%; note: 0% is about no effect
Target sequence (P34981 whole entry, looked up): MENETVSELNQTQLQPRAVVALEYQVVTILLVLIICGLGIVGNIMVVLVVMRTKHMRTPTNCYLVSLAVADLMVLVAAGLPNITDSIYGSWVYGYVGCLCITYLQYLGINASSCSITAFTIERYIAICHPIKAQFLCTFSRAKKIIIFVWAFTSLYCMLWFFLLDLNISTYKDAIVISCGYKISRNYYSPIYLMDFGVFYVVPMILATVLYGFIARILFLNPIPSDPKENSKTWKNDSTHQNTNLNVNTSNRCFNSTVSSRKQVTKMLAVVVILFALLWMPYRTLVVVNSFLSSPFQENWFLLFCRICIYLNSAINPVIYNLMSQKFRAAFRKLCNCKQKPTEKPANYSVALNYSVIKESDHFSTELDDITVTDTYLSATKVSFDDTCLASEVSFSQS
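TRHR-expressing cells, plated overnight in medium with 10% serum, were loaded with fluo-8 calcium dye at room temperature. After a 10 s baseline, library compound was pin-added and calcium release was recorded kinetically (ex 480/em 530) as agonist response.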
APE1 inh – qHTS Assay for Inhibitors of the Human Apurinic/apyrimidinic Endonuclease 1 (APE1). DNA repair nuclease/redox regulator APEX1 (Homo sapiens), P27695. recombinant APE1, TAMRA/BHQ-2 abasic DNA cleavage fluorescence. Potency, µM (titrated, usually from 65.8 µM), for the others: top-dose activity change, negative = inhibition, most hits filed as inhibitors. hit rate 0.35% among 350,000. AID 2517, 2012;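 note: potency is the fitted concentration of half-maximal effect; plate controls were vehicle for no effect and reference inhibitor for full effect; nearly all actives have a fitted effect of over 55% in size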
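Step 1: APE1 (0.75 nM) with compound, 15 min RT. Step 2: add 50 nM fluorophore/quencher THF duplex. Step 3: three fluorescence reads 60 s apart (525/598 nm); read 3 minus read 1 = reaction progress.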
Pol kappa inh – qHTS for Inhibitors of Polymerase Kappa. purified Pol kappa, fluorescent DNA synthesis assay, 10 min. hit rate 0.53% among 400,000. AID 588579, 2011. Potency, µM (series often up to 107 µM), for inactives: at the top dose activity, negative = inhibition, hits mostly inhibitors; note: potency is the fitted concentration of half-maximal effect; % is set by controls: 0 for no effect and ±100 for the full control effect
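Activity was followed as the change in fluorescence between reads at 0 and 10 min after starting the reaction with 50 nM substrate. Beforehand, 10 nM polymerase had been preincubated with compound for 15 min at room temperature.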
Pol beta inh – qHTS Assay for Inhibitors of DNA Polymerase Beta | hit rate 1.3% among 340,000 | P06746 | Pol beta primer extension/strand displacement, fluorescence kinetic | Potency, µM (titrated, usually from 114 µM), for inactives: at the top dose activity change, negative = inhibition, most hits filed as inhibitors; note: potency is the fitted concentration of half-maximal effect; % is set by controls: 0 for no effect and ±100 for the full control effect
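Homogeneous kinetic assay of primer extension and strand displacement by 10 nM Pol beta, preincubated 15 min at room temperature with compound before 50 nM substrate (final) was added. Read at 0 and 10 min; four-parameter Hill fit.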
Numbers without * were called inactive; u = inconclusive; x = no result given; & = joins results of further samples; [ ] = remark or other dose. Unless noted, calls come from the whole dose curve; as a rule, active = well fitted curve in the direction sought with a large enough effect; inconclusive = small, poorly fitted or top-dose-only effect, or another doubt; inactive = no such curve, though single readings can be large; an effect the other way counts as inactive or inconclusive.

Fields – 12-LOX inh	ERG Ets-DNA blk	Anesthetic bind	Pol iota inh	BLM inh	TRHR ag	APE1 inh	Pol kappa inh	Pol beta inh
1) Cc1nnsc1S(=O)(=O)c1ccccc1
  -3.4%	-2.1%	-12.0%	42.0%[activator]	-0.7%	0.5	0.0%	-8.3%	65.9%
2) COc1cc(-c2cc(=O)c3c(C)cc(O)cc3o2)cc(OC)c1OC
  -39.2%	-10.7%	x	15.3%	x	x	x	-6.4%	x
3) COc1ccc(COC(=O)c2cccc(S(=O)(=O)N3CCCC3)c2)cc1F
  -0.6%	0.7%	-17.4%	-1.4%	-8.7%	0.4	29.9%	-10.0%	-17.9%
4) CCOc1ccc(Cn2c(-c3ccc(OCC)c(OC)c3)nc3ccccc32)cc1OC
  -18.5%	-1.7%	-0.1%	-7.6%	-1.8%	-1.9	x	1.5%	14.7%
5) COc1cccc(NC(=O)CSc2nnc(-c3cccc(OC(C)C)c3)n2N)c1
  u	-2.9%	u	5.4%	-4.2%	-1.6	1.4%	-21.6%	-1.2%
6) CCCCC(=O)Nc1ccc(C(=O)NCCc2ccccc2)cc1
  1.1%	-3.6%	4.4%	37.2%[activator]	-2.5%	-2.0	-3.4%	-13.8%	6.6%
7) COc1ccc(OC)c(NC(=O)c2cccnc2)c1
  21.0%	-7.7%	-7.5%	20.2%	0.2%	0.2	-13.5%	-4.2%	7.8%
8) Cc1ccccc1C(=O)Nc1nnc(CC(=O)N/N=C/c2cn(Cc3ccccc3)c3ccccc23)s1
  -9.4%	11.2%	-11.3%	37.2%[activator]	-7.0%	0.8	-0.8%	2.3%	-25.0%
9) O=C(CO/N=C/c1ccccc1)Nc1c(F)c(F)c(F)c(F)c1F
  8.0%	9.2%	-18.8%	23.1%	-6.2%	-0.4	-0.7%	-5.0%	5.1%
10) Cc1ccc(CNC(=O)CN2C(=O)C3(OCCCO3)c3ccccc32)cc1
  22.9%	-10.6%	-7.0%	0.9%	-3.4%	-0.1	-4.2%	-7.9%	4.9%
11) Cc1ccccc1CCNC(=O)C1CCCN(c2cnccn2)C1 (centres undefined)
  -0.1%	-4.9%	-1.1%	37.4%[activator]	-0.9%	-0.3	-6.0%	-11.4%	-17.2%
12) O=C(c1cc2ccccc2oc1=O)N(Cc1ccccc1)CC1CCCO1 (centres undefined)
  -1.5%	4.5%	0.1%	1.7%	-0.6%	-0.4	-1.5%	-9.3%	6.6%
13) CCc1cccc(CC)c1NC(=O)C(Cc1ccccc1)NS(=O)(=O)c1cccc2nsnc12 (centres undefined)
  -16.2%	-1.6%	4.8%	10.6%	-1.7%	-0.7	x	-11.5%	37.8%
14) CCOC(=O)c1cnc2c(C)c(Cl)ccc2c1N1CCN(CC)CC1
  u	7.8%	-22.9%	76.8%[activator]	28.2%	1.3	23.4%	-17.8%	0.1%
15) Cn1cc2cc(NC(N)=S)ccc2n1
  -0.9%	-14.4%	-2.7%	8.5%	-2.1%	0.6	-1.9%	-8.1%	12.4%
16) COc1cccc(OC)c1CN(C)C(=O)c1cnccc1C(F)(F)F
  -29.7%	-15.5%	-4.0%	55.6%[activator]	0.8%	0.3	12.9%	1.5%	38.6%
17) CCOc1ccc(NC(=S)NC(=O)/C=C/c2ccc(OC)c(OC)c2)c([N+](=O)[O-])c1
  -23.8%	3.7%	-7.0%	u	-4.2%	-0.9	-1.4%	-3.4%	-18.8%
18) CCN(C(=O)c1cc(S(=O)(=O)N2CCCCC2)c[nH]1)c1ccc(OC)cc1
  0.2%&-1.0%	11.5%&-11.7%	-6.9%&1.4%	5.1%&4.3%	-0.6%&-3.5%	-0.9&0.0	4.2%	20.9%&-15.1%	60.5%&31.1%
19) Cc1ccc(S(=O)(=O)Nc2cc(C(=O)NCCN3CCCC3)ccc2N2CCCCC2)cc1
  368.6%[activator]	-4.0%	-18.8%	-9.6%	-2.0%	0.6	3.3%	-8.0%	27.0%
20) CC(C)(C)C(=O)NCC(c1ccc2c(c1)OCO2)N1CCOCC1 (centres undefined)
  -7.0%	0.9%	u	-18.3%	1.0%	0.3	x	-3.0%[60.1 µM]	-3.5%

Retrieved by compound from the list above:
Fields – 12-LOX inh	ERG Ets-DNA blk	Anesthetic bind	Pol iota inh	BLM inh	TRHR ag	APE1 inh	Pol kappa inh	Pol beta inh
19) Cc1ccc(S(=O)(=O)Nc2cc(C(=O)NCCN3CCCC3)ccc2N2CCCCC2)cc1
  368.6%[activator]	-4.0%	-18.8%	-9.6%	-2.0%	0.6	3.3%	-8.0%	27.0%
12) O=C(c1cc2ccccc2oc1=O)N(Cc1ccccc1)CC1CCCO1 (centres undefined)
  -1.5%	4.5%	0.1%	1.7%	-0.6%	-0.4	-1.5%	-9.3%	6.6%

Following part
Fields – 12-LOX inh	ERG Ets-DNA blk	Anesthetic bind	Pol iota inh	BLM inh	TRHR ag	APE1 inh	Pol kappa inh	Pol beta inh
21) CCN(CC)c1cc(C)nc2nc(-c3ccc(C)cc3)nn12
  -21.4%	-0.5%	-10.6%	32.7%[activator]	1.7%	-1.7	x	-25.2%	-10.9%
22) CCOC(=O)N1CCN(CC(O)COC(CC)c2ccccc2)CC1 (centres undefined)
  u	3.6%	-5.3%	-11.2%	4.2%	0.0	0.8%	-11.1%	11.9%
23) S=C(N/N=C/c1ccccc1Cl)Nc1cccc(Cl)c1Cl
  88.4%[activator]	-5.4%	0.5%	-9.8%	-2.2%	0.0	-1.9%	-2.5%	-16.3%
24) C=CCNC(=O)c1ccc2c(c1)nnn2C
  0.0%	-0.4%	-9.2%	14.3%	2.0%	0.4	-1.7%	-2.1%	-20.1%
25) Cc1cc(N/C(=N/S(=O)(=O)c2cc(F)ccc2F)c2ccccc2)n(-c2ccccc2)n1
  -17.2%	6.9%	u	-5.4%	-16.2%	0.7	-7.2%	-8.3%	u
26) COc1ccccc1N1CSC2=C(C#N)C(c3ccc(SC)cc3)CC(=O)N2C1 (centres undefined)
  11.2µM*	8.0%	u	u	-29.7%	0.6	-3.4%	u	25.1µM*
27) CCCc1cc(C(=O)Nc2cc(Br)ccc2O)no1
  22.9%	18.6%	-3.4%	-2.5%	-3.5%	0.4	-3.8%	3.1%	-1.5%
28) CC1Cc2cc(/C(O)=C3/C(=O)C(=O)N(Cc4ccncc4)C3c3ccc(N(C)C)cc3)ccc2O1 (centres undefined)
  -26.8%	-16.8%	3.9%	35.4%[activator]	1.6%	0.4	26.0%	-3.4%	1.2%
29) CCc1ccc(C(=O)NCC2(c3ccccc3)CCOCC2)o1
  19.4%	-6.0%	x	28.3%	x	x	x	0.5%	x
30) COc1cc(OC)c(-c2nc3ccccc3s2)cc1OC
  u	-10.3%	112.3%[activator]	21.4%	-6.9%	-0.3	0.8%	-9.3%	-14.9%
31) O=C1c2cccc3c(N4CCCCC4)ccc(c23)C(=O)N1c1ccccn1
  -3.1%	-2.5%	-13.0%	7.7%	0.4%	156.5*	-3.7%	-3.4%	8.8%
32) Cc1ccc(Cl)cc1NC(=O)/C(C#N)=C/c1c(C)n(Cc2ccccc2)c2ccccc12
  u	-2.2%	-0.1%	u	-4.0%	4.6	x	-22.0%	19.3%
33) CCOCCCN(C)C1CCN(C(=O)c2oc3ccccc3c2NC(=O)COc2ccc(F)cc2)CC1
  7.7%	0.0%	-7.7%	3.1%	2.9%	0.6	-8.8%	-8.5%	19.7%
34) Cc1ccc(C2(c3ccccc3)NC(=O)N(CC(=O)NC3(C#N)CCCC3)C2=O)cc1C (centres undefined)
  0.0%	8.0%	x	18.7%	x	0.1	-16.8%	8.3%	x
35) CCOc1ccc(C2=NC(c3cccs3)=Nc3ccc(CC)cc3N2)cc1OCC
  6.8%	0.6%	2.3%	-8.7%	-7.8%	0.0	x	0.0%	-14.0%
36) COc1ccccc1CN1CCNC(=O)C1CC(=O)NCCc1cnccn1 (centres undefined)
  12.9%	-16.9%	-7.0%	2.1%	-4.7%	0.3	u	-0.4%	0.2%
37) CCN(c1ccccc1)S(=O)(=O)c1ccc(C(=O)NCc2ccco2)cc1
  -5.6%	-27.4%	x	-28.3%	x	x	-8.0%	1.0%	x
38) CCOc1ccccc1N1CCN(C(=O)c2c(C)noc2C)CC1
  4.0%	-4.9%	-9.0%	3.8%	-1.1%	1.1	-3.5%	-6.4%	15.8%
39) COC(=O)Sc1nc(N2CCOCC2)c2c(c1C#N)CC(C)(C)OC2
  -0.2%	-5.9%	-13.9%	8.2%	-2.9%	-1.2	12.8%	6.3%	2.1%

Some of the entries so far, as tab-separated lines:
item	molecule	12-LOX inh	ERG Ets-DNA blk	Anesthetic bind	Pol iota inh	BLM inh	TRHR ag	APE1 inh	Pol kappa inh	Pol beta inh
34	Cc1ccc(C2(c3ccccc3)NC(=O)N(CC(=O)NC3(C#N)CCCC3)C2=O)cc1C (centres undefined)	0.0%	8.0%	x	18.7%	x	0.1	-16.8%	8.3%	x
39	COC(=O)Sc1nc(N2CCOCC2)c2c(c1C#N)CC(C)(C)OC2	-0.2%	-5.9%	-13.9%	8.2%	-2.9%	-1.2	12.8%	6.3%	2.1%

Some of the compounds tested, so the mix of outcomes need not match the whole.
